H1N1 NS1A inhibition – NS1A inhibition, H1N1 influenza, cell based functional assay (AID 504329); inhibition, % at 12.5 µM, or IC50 in µM where a hit was titrated; NS1A functional cell-based assay, percent inhibition; higher % means a stronger effect; hit rate 0.3% among 340,000; in the data active means a potency from the dose series; inconclusive means inhibition above about 27% without an active follow-up result; further: strong numbers were not always called active
H37Rv inhibition – M. tuberculosis growth inhibition, HTS (AID 449762); M. tuberculosis H37Rv growth inhibition, 7H9 media; higher % means a stronger effect; inhibition, % at 25 µM; hits with a dose series show IC50 in µM; hit rate 0.59% among 330,000; in the data active means a potency from the dose series; inconclusive means inhibition above about 70% without an active follow-up result;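 further: bacterial growth assessed after seven days of incubation; strong numbers were not always called active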
inhibitors of VEEV – inhibitors of VEEV TC-83 cytopathic effect, confirmation, Vero cells (AID 588727); Vero cells, VEEV TC-83 cytopathic effect inhibition; higher % means a stronger effect; inhibition, % at 20 µM, or IC50 in µM where a hit was titrated; hit rate 0.13% among 350,000; in the data active means a potency from the dose series; inconclusive means inhibition mostly from about 14% at the one dose, without a potency; inactive means the rest, 99 in 100 with inhibition below about 12%; further: strong numbers were not always called active
PhoP GFP inhibition – Inhibition of PhoP regulon, Salmonella typhi GFP reporter cells, confirmation, 4 h (AID 1850); hit rate 0.33% among 310,000; Salmonella Typhi PhoP-promoter GFP reporter, fluorescence, 4 h; higher % means a stronger effect; one-dose inhibition, % at 50 µM; IC50 in µM for titrated hits; in the data active means a potency from the dose series; inconclusive means inhibition mostly from about 25% at the one dose, without a potency; inactive means the rest, 99 in 100 with inhibition below about 19%;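 further: 0% = induced wells with vehicle and 100% = uninduced wells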
M. tuberculosis – growth inhibition of non-replicating M. tuberculosis (AID 488890); inhibition, % at 25 µM, or IC50 in µM where a hit was titrated; Mycobacterium tuberculosis non-replicating, growth inhibition; higher % means a stronger effect; hit rate 0.39% among 320,000; in the data active means a potency from the dose series; inconclusive means inhibition mostly from about 82% at the one dose, without a potency; inactive means the rest, 99 in 100 with inhibition below about 76%;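 further: plate controls were DMSO cells for no effect and high antibiotic wells for full effect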
inhibitors of VEEV 10K pilot screen – further read-out of inhibitors of VEEV, marked with its call; inhibition, %; measured here: 10K pilot screen inhibition
Numbers without * were called inactive; i = inactive; u = inconclusive; x = not tested or not shown.

The first 3 compounds (preview)
SMILES	H1N1 NS1A inhibition	H37Rv inhibition	inhibitors of VEEV	PhoP GFP inhibition	M. tuberculosis	others
CCOc1ccc(S(=O)(=O)N2CCCC(C(=O)NCc3cccnc3)C2)cc1Cl (stereo not drawn)	-2%	-5%	i	-3%	3%
Cc1cc(C(=O)Nc2cc(C)on2)on1	-8%	-2%	0.3%	-3%	7%	inhibitors of VEEV 10K pilot screen=1.1
CCn1c(CNc2ccc(C)cc2)nnc1SCC(N)=O	-4%	-3%	2.0%	1%	2%

All compounds of this part, previewed entries included:
SMILES	H1N1 NS1A inhibition	H37Rv inhibition	inhibitors of VEEV	PhoP GFP inhibition	M. tuberculosis	others
CCOc1ccc(S(=O)(=O)N2CCCC(C(=O)NCc3cccnc3)C2)cc1Cl (stereo not drawn)	-2%	-5%	i	-3%	3%
Cc1cc(C(=O)Nc2cc(C)on2)on1	-8%	-2%	0.3%	-3%	7%	inhibitors of VEEV 10K pilot screen=1.1
CCn1c(CNc2ccc(C)cc2)nnc1SCC(N)=O	-4%	-3%	2.0%	1%	2%
Cc1cc(=O)[nH]c(SCC(=O)O)c1C#N	5%	12%	0.9%	1%	0%
CN(C)c1ccc(C(C(=O)NCc2ccccc2)N(Cc2ccco2)C(=O)c2snc(C(N)=O)c2N)cc1 (stereo not drawn)	17%	3%	12%	2%	13%
CS(=O)(=O)N1CCN(CC(=O)NC2CCCCC2)CC1	-1%	-5%	0.8%	8%	-12%
Clc1ccc(-n2nnc(-c3cccnc3)n2)cc1Cl	-11%	-4%	10%	-9%	16%
COC(=O)C1=C(C)N(c2ccc(C)c(C)c2)/C(=C/c2ccc(O)cc2)C1=O	4%	5%	0.4%	-1%	12%
CSc1ncc(Cl)c(C(=O)Nc2cccnc2)n1	-26%	-2%	1.1%	1%	-17%
COc1ccc(Cc2nnc(NC(=O)C3CCCO3)s2)cc1OC (stereo not drawn)	1%	27%	5.7%	-12%	9%
Cc1nc(C)c(-c2csc(Nc3ccc(F)cc3)n2)s1	13%	26%	8.3%	3%	48%
O=C(Oc1cc(=O)oc2ccccc12)c1ccco1	0%	4%	0.8%	-4%	37%
O=C(O)c1ccc(/C=N/NC(=S)NC2CCCCC2)cc1	-7%	2%	0.8%	-9%	-1%
CCOc1cc(/C=N/NC(=O)c2cccnc2)cc(Br)c1OCC(N)=O	-13%	-3%	0.7%	4%	3%
O=C(O)CSc1nnc(COc2cccc3ccccc23)n1Cc1ccccc1	4%	-6%	0.7%	14%	0%
CCOc1ccc2[nH]c(C(=O)N/N=C/c3cccc(OC)c3OC)cc2c1	5%	-2%	8.6%	5%	17%
COC(=O)NCCOc1cc(C)ccc1C	-11%	-3%	0.5%	-16%	-6%
CC(NC(=O)COC(=O)C12CC3CC(CC(O)(C3)C1)C2)c1ccccc1 (stereo not drawn)	11%	2%	0.4%	x	9%
O=C(NCc1ccccc1)c1cccn(Cc2ccccc2)c1=O	-1%	5%	0.2%	2%	0%
COC(C/C=C/[C@H](O)COCc1ccccc1)OC	-8%	x	0.2%	x	x
COc1ccccc1CC(=O)N1CCCC(CCC(=O)NCc2ccccc2F)C1 (stereo not drawn)	8%	-4%	i	-11%	-2%
Cc1cccc2cc(CN(CC3CCCO3)C(=O)c3ccco3)c(=O)[nH]c12 (stereo not drawn)	-2%	-7%	1.9%	3%	-4%
COC(=O)COc1ccc(S(=O)(=O)NCCC2=CCCCC2)cc1C	4%	-7%	0.1%	4%	47%
CC(=O)NCCc1nc2ccccc2n1Cc1cc(C)ccc1C	-9%	4%	0.1%	-1%	9%
COc1ccc(CN(C)C(=O)C2CC(=O)N(c3ccc4c(c3)OCCO4)C2)c(OC)c1 (stereo not drawn)	1%	-1%	8.2%	x	26%
COc1ccc(CNC(=O)C2CCCN2C(=O)NC2CCCCC2)cc1 (stereo not drawn)	9%	6%	0.7%	-3%	-6%
COc1ccc(/C=N/NC(=O)Nc2cccc3nsnc23)cc1OC	-7%	6%	4.0%	-2%	-24%
Cc1ccc(Cl)cc1NC(=O)CC(O)(C(F)(F)F)C(F)(F)F	0%	u	i	-9%	u
CCc1cc(=O)oc2cc(C)cc(OC(=O)c3ccco3)c12	3%	4%	1.5%	-2%	20%
C=CCn1c(-c2ccc(OC)cc2)csc1=Nc1c(C)n(C)n(-c2ccccc2)c1=O	4%	-13%	5.8%	-4%	17%
Cn1c(C(=O)O)c(CC(=O)Nc2ccc3c(c2)OCCO3)c2ccccc21	-3%	-8%	0.8%	7%	-4%
COc1ccc(NC(=O)CN(C)C(=O)CCc2nc3cc(S(=O)(=O)N4CCOCC4)ccc3n2C)cc1	-1%	-15%	0.9%	8%	-1%
C#CCOCCOCCOCCNc1nc(N2CCN(C(=O)CCCCCCCCCCNC(=O)[C@@H](CCC(=O)O)n3cc(CCCCCN)nn3)CC2)nc(N2CCN(C(=O)CCCCCCCCCCNC(=O)[C@H](CO)n3cc(CCCCCN)nn3)CC2)n1	15%	57%	2.7%	-6%	21%
Cc1ccc(S(=O)(=O)N2CCC3(CC2)CC(=O)c2ccccc2O3)cc1	4%	0%	5.8%	7%	8%
CC1CCN(C2=NC(=O)/C(=C/c3ccc(O)cc3)S2)CC1	-5%	51%	0.7%	5%	80%
O=C1/C(=C/c2cccc(Cl)c2)CSc2sccc21	-17%	-1%	i	-3%	29%
C=CCN1CN=C(NS(=O)(=O)c2ccc(NC(C)=O)cc2)NC1	-15%	5%	0.6%	-4%	23%
CCOC(=O)NC1(NC2CCCCC2)Oc2ccccc2O1	-6%	2%	i	18%	10%
COc1ccc(-c2csc(C3=C(O)CN(Cc4ccc(Cl)cc4)C3=N)n2)cc1OC	0%	11%	6.4%	12%	-1%
CN(CCc1ccccc1)C(=O)c1ccc(NC(=O)Cc2cccc(NC(=O)C3CCN(C(=O)C4CCCC4)CC3)c2)cc1	-4%	x	0.4%	x	x
Cc1nc(SCC(=O)c2ccc(Cl)s2)c2oc3ccccc3c2n1	-2%	4%	10%	-2%	2%
O=C(NCCc1ccccc1)C(NS(=O)(=O)c1cccc2nsnc12)c1ccccc1 (stereo not drawn)	13%	2%	i	-1%	28%
COc1cccc(NC(=O)CN2CCCCCC2)c1	-10%	11%	i	-9%	-1%
Cc1ccc(NC(=O)/C(=C\c2ccccc2)NC(=O)c2ccco2)cc1	-4%	-9%	2.9%	6%	4%
CCn1ncc(/C=C/C(=O)Nc2c(C)nn(Cc3ccc(Cl)cc3Cl)c2C)c1C	-12%	-3%	1.1%	8%	18%
COc1ccc(N=C(C)C2=C(O)COC2=O)cc1	-6%	69%	0.3%	-6%	6%
CCCc1cc(=O)oc2cc(OCC(=O)NC3CC(C)(C)NC(C)(C)C3)ccc12	3%	-1%	1.7%	-1%	4%
CC1CN(S(=O)(=O)c2cccc(-c3cn4ccccc4n3)c2)CC(C)O1 (stereo not drawn)	9%	0%	0.0%	-1%	4%
CCCn1nnc(NC(=O)c2ccc(F)cc2)n1	4%	8%	0.7%	10%	35%
COCCN(CC1CCCN(C2Cc3ccccc3C2)C1)C(=O)CCSC (stereo not drawn)	-3%	-6%	i	11%	4%
Cc1ccc(CNC(=O)CSCc2cccc(F)c2)cc1	11%	12%	1.0%	10%	18%
COc1ccc(C2CC(=O)C(C=NCCCN3CCOCC3)=C(O)C2)cc1 (stereo not drawn)	22%	6%	0.3%	3%	16%
COc1ccc(NC(=S)NNS(=O)(=O)c2ccc3ccccc3c2)c(OC)c1	7%	1%	3.8%	3%	-6%	inhibitors of VEEV 10K pilot screen=1.2
Cc1cc([N+](=O)[O-])nn1CC(=O)NNC(=S)Nc1ccc(F)cc1	-10%	x	1.7%	-4%	x
Cc1ccc(O)c(C2=NNC(O)(C(F)(F)F)C2)c1 (stereo not drawn)	4%	6%	10%	-15%	6%
CCOc1ccc(NC(=O)CN(C)C(=O)c2cc(C3CC3)nn2-c2ccccc2)cc1OCC	-12%	x	11%	x	x
CCC(=NCCCN1CCOCC1)c1c(O)n(Cc2ccccc2)c(=O)[nH]c1=O	0%	3%	2.4%	-5%	11%	inhibitors of VEEV 10K pilot screen=0.9
Cc1ccc(C(=O)Nc2ccc3c(c2)OCO3)cc1S(=O)(=O)N1CCCCC1	-20%	0%	9.2%	2%	23%
Cc1sc2nc(C3CC3)nc(N3CCN(C(=O)c4ccc(F)cc4)CC3)c2c1C	18%	10%	5.9%	6%	18%
CC1CCCN(C(=O)COC(=O)C2CCN(S(=O)(=O)c3ccc4c(c3)OCCO4)CC2)C1 (stereo not drawn)	14%	-1%	0.1%	18%	-31%
Later entries
SMILES	H1N1 NS1A inhibition	H37Rv inhibition	inhibitors of VEEV	PhoP GFP inhibition	M. tuberculosis	others
C=CCC1C=C(Cc2ccccc2)CC(CC=C)N1 (stereo not drawn)	-1%	49%	6.8%	-13%	50%
COc1cccc(N2C(=O)CC(c3c[nH]c4ccccc34)C2=O)c1 (stereo not drawn)	6%	-7%	9.2%	2%	-5%
COc1cc(/C=C/C(=O)N2CCC=CC2=O)cc(OC)c1OC	3%	68%	u	-15%	50%
CCn1cc(CNC(=O)c2cc(-c3cc(OC)ccc3OC)nc3ccccc23)c(C)n1	-8%	5%	8.5%	-2%	2%
COc1ccc(N2CCN(C(=O)CCc3c[nH]c4ccccc34)CC2)cc1	7%	15%	1.4%	0%	0%
CCN(CC)S(=O)(=O)c1ccc(/C(O)=C(\C#N)c2nc3ccccc3n2C)cc1	-10%	6%	2.2%	26%	-5%
Cc1cc(C(C)(C)C)cc(S(=O)(=O)NCCO)c1C	-16%	-3%	i	2%	11%
CCc1nnc(NC(=O)c2csc3c2CCC(C)C3)s1 (stereo not drawn)	x	1%	x	-7%	3%
COc1ccc(C2C(C(C)=O)=C(O)C(=O)N2c2cccnc2)cc1OC (stereo not drawn)	-3%	-9%	8.3%	-6%	-3%
CCc1nonc1NC(=O)c1oc2cc(Br)ccc2c1C	9%	1%	0.8%	4%	19%
O=C(Nc1cccn(Cc2ccc(F)cc2)c1=O)NC1CCCCC1	-8%	2%	i	-5%	32%
Cc1ccc(C)c(-c2nnc(NC(=O)CCS(=O)(=O)c3ccccc3)o2)c1	-7%	59%	7.2%	0%	u
CCCCCC(O)(c1ccccc1)C(CN1CCOCC1)c1ccccc1 (stereo not drawn)	-3%	20%	0.4%	8%	0%
CCOc1ccccc1OCCNC1CCCC1	-3%	4%	0.2%	-2%	12%
Cc1ccc(C(O)P(=O)(OC2CCCCC2)OC2CCCCC2)cc1 (stereo not drawn)	-6%	12%	i	-4%	28%
COc1cccc(C2(O)CCN(C(=O)c3cccs3)CC2)c1	-2%	1%	i	-5%	-16%
c1ccc(-c2nnc(OCCN3CCOCC3)c3ccccc23)cc1	11%	4%	1.6%	2%	-2%
O=C(Nn1cnnc1)c1cc2c(s1)CCCCC2	2%	-4%	i	-4%	9%
COc1ccc(OCC(=O)Nc2ccc(N3CCOCC3)cc2)c([N+](=O)[O-])c1	20%	u	1.5%	-6%	60%
O=C(COC(=O)CNC(=O)C1CCCCC1)Nc1ccc2c(c1)OCCO2	-4%	10%	0.7%	-18%	-9%
S=C1NCCNC(=S)NCCOCCOCCOCCN1	-15%	2%	i	-11%	-7%
COC(=O)c1ccc(C(=O)OC)c(NC(=O)COC(=O)C23CC4CC(CC(O)(C4)C2)C3)c1	7%	-17%	6.3%	-5%	x
CC(=O)c1c(O)cc(O)cc1O	4%	x	1.5%	x	x
O=C(N/N=C/c1c(Cl)cccc1Cl)c1ccccc1F	-7%	-8%	0.6%	0%	64%
CC(NC(=O)c1ccc(N)cc1)c1ccccc1 (stereo not drawn)	-4%	4%	1.0%	-16%	3%
COc1ccccc1NCCC(=O)OCC(=O)Nc1ccccc1F	1%	3%	i	x	37%

Retrieved one by one from the list above:
SMILES	H1N1 NS1A inhibition	H37Rv inhibition	inhibitors of VEEV	PhoP GFP inhibition	M. tuberculosis	others
CC(=O)c1c(O)cc(O)cc1O	4%	x	1.5%	x	x
CC(NC(=O)c1ccc(N)cc1)c1ccccc1 (stereo not drawn)	-4%	4%	1.0%	-16%	3%
S=C1NCCNC(=S)NCCOCCOCCOCCN1	-15%	2%	i	-11%	-7%
COC(=O)c1ccc(C(=O)OC)c(NC(=O)COC(=O)C23CC4CC(CC(O)(C4)C2)C3)c1	7%	-17%	6.3%	-5%	x
